Rat MKP-3 inhibitors = MKP-3 phosphatase inhibitors, primary screen, biochemical, rat enzyme, in vitro (AID 425); 110,000 compounds, 0.17% hits; recombinant MKP-3 phosphatase activity, fluorescence; higher % means a stronger effect; one-dose inhibition, % at 20 µM; IC50 in µM for titrated hits; in the data active = inhibition above about 50%;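 note: plate controls were vehicle for no effect and reference inhibitor for full effect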
Hsp70 displacement = Hsp70 inhibitors, probe displacement, primary screen, biochemical, fluorescence polarization (AID 583); Hsp70 fluorescence polarization probe displacement, mP; higher % means a stronger effect; one-dose displacement, % at 20 µM; IC50 in µM for titrated hits; 140,000 compounds, 0.06% hits; in the data active = displacement above about 50%;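 note: plate controls were vehicle for no effect and reference ligand for full effect; a part of the inactive calls stands beside numbers as strong as those of hits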
The depositor's hits bear a star; / = no result given; & = joins results of further samples.

SMILES	Rat MKP-3 inhibitors	Hsp70 displacement
COCCCNC(=O)CN(c1ccccc1OC)S(=O)(=O)c1ccccc1	-1.3%	1.1%
CCOc1cc(/C=N\N2CCN(c3ccc(Cl)cc3)CC2)ccc1O	-1.5%	7.4%
CC1CC(Nc2ccccc2)c2ccccc2N1C(=O)c1ccccc1[N+](=O)[O-] (centres undefined)	3.5%	-1.9%
CCCNC(=O)c1ccccc1NC(=O)Nc1ccccc1C	/	-2.4%
COc1ccc2[nH]c(=O)c(CN(C(=O)c3ccco3)C3CCCCC3)cc2c1	0.5%	-0.4%
CCn1cc([N+](=O)[O-])c(C(=O)N2N=C(c3cccc4ccccc34)CC2c2ccccc2O)n1 (centres undefined)	/	-2.4%
CCOc1nc(-c2ccccc2)c2cc(C)ccc2n1	1.4%	-4.8%
Cc1ccc(Cl)cc1NC(=O)c1c(-c2ccccc2)noc1C	0.7%	-4.3%
CC1CCc2c(sc(NC(=O)C3CC=CCC3C(=O)O)c2C(N)=O)C1 (centres undefined)	-1.4%	0.4%
CC1CC(C)CN(C(=O)CSc2nnc(-c3ccc(Cl)cc3)o2)C1 (centres undefined)	-6.5%	-1.0%
CCOC(=O)C(CCCCOc1cc(C)cc(C)c1)C(=O)OCC	1.1%	1.6%
COC(=O)Nc1nnc(-c2ccncc2)s1	-8.5%	-4.3%
Cc1cc(NCCCn2ccnc2)n2ncc(-c3ccc(Cl)cc3)c2n1	/	-5.9%
CC(C)NCc1c(O)c(Br)cc2oc3c(c12)CCCC3	-0.9%	-0.7%
CSc1nc(C)cc(C)c1C#N	/	2.4%
Cn1c(CCNC(=O)c2cccs2)nnc1SCC(=O)Nc1nc(-c2ccccc2)cs1	-11.1%	3.8%
CN1CCN(NC(=O)c2sc3ccccc3c2Cl)CC1	-0.7%	-0.1%
Cc1nn(Cc2ccccc2)c2c1C(c1cccnc1)C(C#N)=C(N)O2 (centres undefined)	/	-1.3%
COc1cc(C(=O)Nc2ccc3c(c2)OCCO3)c(-n2cnnn2)cc1OC	-7.0%	3.0%
COc1ccc(-c2nc3cccc(C)n3c2NCc2ccco2)cc1OC	-6.8%	0.1%
N#CC1=C(N)C(C#N)(C#N)[C@H](c2ccsc2)[C@H]2COCC=C12	4.9%	1.1%
CCOC(=O)N1CCN(C(=S)Nc2ccccc2)CC1	1.3%	-0.9%
CS(=O)(=O)N1CCCC(C(=O)NCc2ccc(F)cc2)C1 (centres undefined)	9.3%	-2.0%
Cc1cc(N(C)C)c(C#N)c(N2CCCCC2)n1	-7.5%	-3.8%
Nc1ccc(C23CC4CC(CC(O)(C4)C2)C3)cc1	-9.1%	-0.1%

One compound at a time, as listed above. Screens in order: Rat MKP-3 inhibitors	Hsp70 displacement
Record of CCOC(=O)N1CCN(C(=S)Nc2ccccc2)CC1 = 1.3%	-0.9%
Record of COc1ccc2[nH]c(=O)c(CN(C(=O)c3ccco3)C3CCCCC3)cc2c1 = 0.5%	-0.4%
Record of COC(=O)Nc1nnc(-c2ccncc2)s1 = -8.5%	-4.3%
Record of CC1CCc2c(sc(NC(=O)C3CC=CCC3C(=O)O)c2C(N)=O)C1 (centres undefined) = -1.4%	0.4%

The listing picks up, starting 3 compounds before the break.
SMILES	Rat MKP-3 inhibitors	Hsp70 displacement
CS(=O)(=O)N1CCCC(C(=O)NCc2ccc(F)cc2)C1 (centres undefined)	9.3%	-2.0%
Cc1cc(N(C)C)c(C#N)c(N2CCCCC2)n1	-7.5%	-3.8%
Nc1ccc(C23CC4CC(CC(O)(C4)C2)C3)cc1	-9.1%	-0.1%
CCn1c(=O)cc(OCC(=O)Nc2ccc3c(c2)OCCO3)c2ccccc21	10.4%	-1.2%
CCn1c(CC(=O)Nc2ccccc2)nnc1SCC(=O)Nc1ccccc1C(=O)OC	6.6%	0.3%
CCOC(=O)N1CCN(C(=O)CCCn2c(=O)[nH]c3ccccc3c2=O)CC1	-9.2%	-1.1%
O=C(Nc1ccccc1)c1ccc(N2CCN(c3ccccc3)CC2)c(S(=O)(=O)N2CCOCC2)c1	/	-3.0%
CC1CCN(C(=O)c2cc(F)c(F)cc2Cl)CC1	/	-1.6%
O=C(c1ccc(Cl)cc1Cl)N1CCC(c2nc3c(nnn3Cc3ccco3)c(=O)[nH]2)CC1	-0.4%	1.8%
O=C1/C(=C/c2cccs2)SC(=S)N1c1ccc(F)cc1	-9.6%	7.5%
CC(O)c1cccc(NC(=O)c2cc3n(n2)C(C(F)(F)F)CC(c2ccc(F)cc2)N3)c1 (centres undefined)	-4.6%	-4.2%
CNC(=O)CCC(=O)Nc1cc(Cl)ccc1C	-1.1%	-5.5%
O=C(COc1ccccc1)N1CCN=C1SCc1cccnc1	0.0%	4.0%
O=C(Cc1ccccc1)Nc1cccc(NC(=O)c2cccc(Cl)c2)c1	2.0%	-6.6%
O=C(CSCCO)Nc1cc(C(F)(F)F)ccc1Cl	-10.4%	-2.3%
Cc1ccc(S(=O)(=O)Nc2cc(C)c(O)c(C)c2)cc1	3.4%	3.0%
Cc1ccc(N2C(=O)C(Cl)=C(N3CCOCC3)C2=O)c(C)c1	1.0%	4.9%
CC1(C)C(=O)OC(c2cccs2)C2(CCCCC2)C1=O (centres undefined)	/	-2.9%
Cn1nnnc1SCc1ccc(F)cc1	-11.2%&2.4%	-2.1%&-2.6%
Oc1ccc2ccccc2c1CN=Cc1cccnc1	6.6%	-2.1%
CCOC(=O)C1C(c2cccc(Cl)c2Cl)NC(=O)NC1(O)C(F)(F)F (centres undefined)	-10.1%	/
Cc1ccc(C)c(N2C(=O)C3C(C2=O)C2(C)C(=O)C3(C)C(c3ccccc3)=C2c2ccccc2)c1 (centres undefined)	0.4%	1.5%
Cc1ccc(C(=O)NCC2CCCO2)o1 (centres undefined)	0.6%	4.8%
CCC(C)C(N)C(=O)NC(CCC(=O)OCc1ccccc1)C(N)=O (centres undefined)	-13.0%	-1.2%
Cc1ccc(NC(=O)CCC(=O)OCC(F)(F)C(F)F)cc1	-2.2%	1.8%
Cc1ccc(/C=C/C(=O)NC(=S)Nc2ccc(S(=O)(=O)N=C(N)N)cc2)cc1	-14.8%	-0.8%
Cc1ccnc(N2C(=O)C3C4c5ccccc5C(c5ccccc54)C3C2=O)c1 (centres undefined)	2.9%	-1.5%
C=CCn1c(SCC(=O)Nc2ccc(NC(=O)c3ccco3)c(OC)c2)nnc1-c1ccncc1	-0.7%	-2.0%

Copied from the list.
For Hsp70 displacement, `O=C1/C(=C/c2cccs2)SC(=S)N1c1ccc(F)cc1` has 7.5%
For Rat MKP-3 inhibitors, `O=C(CSCCO)Nc1cc(C(F)(F)F)ccc1Cl` has -10.4%
For Hsp70 displacement, `CC1CCN(C(=O)c2cc(F)c(F)cc2Cl)CC1` has -1.6%
For Rat MKP-3 inhibitors, `CCOC(=O)C1C(c2cccc(Cl)c2Cl)NC(=O)NC1(O)C(F)(F)F` (centres undefined) has -10.1%
For Rat MKP-3 inhibitors, `Cc1ccc(N2C(=O)C(Cl)=C(N3CCOCC3)C2=O)c(C)c1` has 1.0%
For Rat MKP-3 inhibitors, `Cc1ccc(/C=C/C(=O)NC(=S)Nc2ccc(S(=O)(=O)N=C(N)N)cc2)cc1` has -14.8%

(listing goes on)
SMILES	Rat MKP-3 inhibitors	Hsp70 displacement
COc1cc(/C=C(/C#N)c2nc3ccccc3[nH]2)c([N+](=O)[O-])cc1OCCC(C)C	1.0%	-5.8%
CCc1nnc(NC(=O)CSc2nnc(-c3ccncc3)n2Cc2ccccc2)s1	1.8%	1.3%
Cc1ccccc1S(=O)(=O)Nc1c(C)n(C)n(-c2ccccc2)c1=O	-0.5%	3.9%
C=CCn1c(SCC(=O)Nc2ccc3c(c2)OCO3)nnc1-c1ccccc1O	3.0%	2.5%
O=C(N/N=C/c1ccc([N+](=O)[O-])c(O)c1)c1cccc(F)c1	-2.8%	3.9%
CCC1(C)Cc2c(sc3nc(NC)n(C)c(=O)c23)CO1 (centres undefined)	-1.9%	7.5%
Cc1ccc(S(=O)(=O)N2CCOCC2)cc1C(=O)Nc1ccccn1	-2.6%	2.1%
O=C(Cn1c(C(=O)NCc2ccco2)cc2sccc21)c1ccccc1	1.7%	-2.7%
Cc1cc(NC(=O)CSc2nc3sc(C)c(C)c3c(=O)n2C2CCCC2)no1	/	-3.7%
O=C(CCn1nnc2ccccc21)N1CCC(O)(c2cccc(F)c2)CC1	9.2%	-6.2%
O=C1CCCC2=C1C(c1cccc([N+](=O)[O-])c1)C1C(=O)c3ccccc3C1=N2 (centres undefined)	-0.2%	1.9%
CCOc1ccccc1NC(=S)NCc1ccco1	/	-3.3%
Cc1cccc(NC(=O)CSc2nnc(-c3cnccn3)n2Cc2ccco2)c1	/	-2.3%
CSc1nc(N)c(C#N)c(-c2ccc(Cl)cc2)c1C#N	-12.3%	0.9%
CCCCOC(=O)CSc1n[nH]c(=O)[nH]c1=O	/	-2.6%
Cn1c(=O)n(C)c2cc(CNc3ccc(N4CCOCC4)c(C(=O)O)c3)ccc21	5.4%	0.2%
Cc1nc2ccccc2c2c1C(=O)N(C1CCCCCCC1)C2=O	/	4.3%
CCOC(=O)C1CCN(S(=O)(=O)c2cnc[nH]2)CC1	10.4%	-4.0%
Cc1ccc2oc(-c3ccc(NC(=O)c4cccnc4)cc3O)nc2c1	3.0%	-8.4%
CCOc1cccc(C(=O)Nc2nnc(-c3ccccc3C)s2)c1	-1.5%	-0.1%
Nc1c(NCCCN2CCOCC2)c2ccccc2oc1=O	1.7%&1.8%	3.5%&1.2%
CCCCOC(=O)c1cccc(NC(=O)c2cncc(Br)c2)c1	-6.5%	4.8%
C1CCN(Cc2nnnn2C2CCCC2)CC1	/	1.7%
Cc1ccc2c(c1)c1c(n2CC(O)Cn2nc(C)c(Br)c2C)CCCC1 (centres undefined)	/	-8.0%
CC(=O)N1CCN(c2ccc(NC(=O)c3ccc4c(c3)OCCO4)cc2)CC1	-3.2%&0.4%	3.4%&2.9%
Going on with the list:
SMILES	Rat MKP-3 inhibitors	Hsp70 displacement
O=C1c2ccccc2C(=O)N1CCc1nc(-c2ccncc2)no1	/	-0.9%
O=C(CN1CCC(O)(c2ccccc2F)CC1)NCCc1c[nH]c2ccccc12	-1.0%	3.8%
Nc1nnc(SCC(=O)Nc2ccc3c(c2)OCCO3)s1	/	2.4%
Cc1ccc(N(CC(=O)N(Cc2ccccc2)Cc2ccccc2)S(C)(=O)=O)cc1Cl	0.3%	3.4%
CC(C)N(Cc1c(O)ccc2c(=O)c(-c3ccc(Cl)cc3)coc12)C(C)C	4.7%	1.2%
O=C1NN(c2ccc(I)cc2)C(=O)/C1=C\c1ccc(F)cc1	2.4%	1.5%
COc1ccc(CCNC(=O)C2C3CCC(O3)C2C(=O)O)cc1OC (centres undefined)	2.9%	-3.6%
O=C1NC(=O)/C(=C/c2ccccc2OCc2ccc(Cl)cc2)S1	0.2%	-3.7%
O=C(/C=C/c1cccc([N+](=O)[O-])c1)c1ccc2c(c1)OCCO2	-1.0%	-1.8%
CC(c1nnc(SCC(=O)Nc2ccc3[nH]c(=O)[nH]c3c2)n1Cc1ccccc1)N(C)C (centres undefined)	6.7%	-3.3%
Cc1ccc(C(=O)Nc2sc3c(c2C(=O)O)CCCCC3)o1	-4.9%	7.7%
Cc1ccccc1C(=O)NCCSc1ccccc1	/	-0.6%
CSc1nnc2c3c4c(sc3c(=O)n(-c3ccccc3)n12)CC(C)(C)OC4	-2.6%	3.0%
CCC(C)NC(=O)c1csc2c1CCCCC2 (centres undefined)	/	-1.3%
CC(=O)NC(C)C(c1cccs1)N1CCN(c2ccccc2)CC1 (centres undefined)	-0.3%	3.1%
O=C(Nc1ccc(S(=O)(=O)N2CCN(c3ccccc3)CC2)cc1)c1cccs1	/	-2.4%
O=C(c1c(Cl)nc2sccn12)N1CCN(c2cccc(Cl)c2)CC1	7.3%	0.7%
O=C(CSc1nnc(-c2ccco2)c(-c2ccco2)n1)Nc1ccccc1	1.7%	/
CCOC(=O)c1c(C)[nH]c(C(=O)O)c1C	5.8%	-2.5%
O=C(CC1CC2CCC1C2)NCc1cccs1 (centres undefined)	5.2%	-0.3%
COc1ccc(OC)c(CNc2ccc(F)c(Cl)c2)c1	/	-3.0%
Cc1nc(-n2ncc(C#N)c2N)c2c3c(sc2n1)CCC3	/	3.0%
CCOc1ccc(/C=N/N=C2\C(=O)Nc3ccccc32)cc1	-1.1%	4.6%
CS(=O)(=O)N(CC(=O)NCc1ccccn1)Cc1ccc(Cl)cc1	-3.7%	5.7%
Cc1nn(Cc2ccccc2)c2c1C(c1cccc(Cl)c1)C(C#N)=C(N)O2 (centres undefined)	/	8.0%
(more compounds)
SMILES	Rat MKP-3 inhibitors	Hsp70 displacement
Cc1cccc(NC(=O)c2cc(N3CCOCC3)nc3ccccc23)c1	-10.1%	-4.9%
CCc1ccc(-c2nc3cc(NC(=O)COc4ccc([N+](=O)[O-])cc4)ccc3o2)cc1	6.9%	1.3%
Cc1ccccc1NC(=S)NC(=O)/C=C/c1ccc(F)cc1	-3.3%	1.8%
Cc1ccc2c(c1)N(C(=O)CN1C(=O)C3CCCCC3C1=O)C(C)(C)c1ssc(=S)c1-2 (centres undefined)	3.3%	-8.4%
Cc1cc(Cl)ccc1OCC(=O)OC(C)C(=O)N(C)C (centres undefined)	-4.0%	2.1%
COc1ccc(-c2cc(C(=O)Nc3ccccc3Br)c3ccccc3n2)cc1	-0.2%	8.4%
CC1=CC(C)(C)N(C)C(=O)N1c1ccc(Cl)cc1	/	-0.9%
COC(=O)c1c(NC(=O)CN2CCCC(C)C2)c2c(C)cccc2n1C (centres undefined)	-7.4%	-1.6%
Cc1ccc(N2C(=O)c3ccc(C(=O)N4CCOCC4)cc3C2=O)cc1C	/	-5.6%
Cc1ccc(NC(=O)C(c2ccccc2)c2ccccc2)cc1	0.9%	2.0%
CSc1ncccc1C(=O)OCC(=O)NC(=O)NCCC(C)C	-2.6%	5.7%
Cc1cccc(Cn2c(C(=O)OC(C)C)cc3c2ccn3C)c1	/	3.5%

These rows are one share of the data; rates above refer to the full screens.
